Compound activity (PubChem BioAssay)
Vif inh – HIV Vif self-association inhibitors, primary screen, imaging, HEK293T, single point. HEK293T cells, Vif self-association by quenched fluorescence, 24 h. inhibition, % at 7.49 µM. 340,000 compounds, 0.35% hits. AID 602346, 2012; in the data active means inhibition above about 50%, passing the limit was not always enough; further: some results filed as inactive read as strong as hits
TLR9-MyD88 inh – inhibitors of TLR9-MyD88 association in cells, primary screen, cell-based, CHO, BLA complementation, fluorescence; Toll-like receptor 9 (Homo sapiens) + Myeloid differentiation primary response protein …; CCF4 FRET ratio; inhibition, % at 4.98 µM; 340,000 compounds, 0.21% hits; AID 504734, 2011;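 active means inhibition above the mean over all tested compounds plus 3 SD, cut at about 21% in these data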;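 further: 0% = DMSO only wells and 100% = clavulanate BLA inhibitor control wells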
aDG glyco up – activators of alpha-DG glycosylation, primary screen, uHTS, Pro5-aDG cells, AlphaScreen | alpha-DG glycosylation AlphaScreen (IIH6); 0% Pro5, 100% B10-LARGE cell signal | activation, % at 10 µM | 360,000 compounds, 0.22% hits | AID 624168, 2012;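 active means activation of at least 8% versus controls, or a plate z-score of at least 8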;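 further: Pro5 are CHO cells carrying HIG-tagged alpha-DG that lacks glycosylation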
ABHD5 PLIN5 PPI – ABHD5-PLIN5 interaction inhibitors, primary screen, cell lysate, split luciferase complementation, luminescence; Split G. princeps luciferase complementation, 4 h; Perilipin-5 (Homo sapiens) + 1-acylglycerol-3-phosphate O-acyltransferase ABHD5 (Homo …; inhibition, % at 4 µM; AID 602281, 2012; 360,000 compounds, 0.78% hits;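 active means inhibition above the mean inhibition across every tested compound plus 3 SD, cut at about 22% in these data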;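 further: 0% = DMSO only wells and the 100% control is not disclosed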
Target sequence (Q00G26 whole entry, looked up): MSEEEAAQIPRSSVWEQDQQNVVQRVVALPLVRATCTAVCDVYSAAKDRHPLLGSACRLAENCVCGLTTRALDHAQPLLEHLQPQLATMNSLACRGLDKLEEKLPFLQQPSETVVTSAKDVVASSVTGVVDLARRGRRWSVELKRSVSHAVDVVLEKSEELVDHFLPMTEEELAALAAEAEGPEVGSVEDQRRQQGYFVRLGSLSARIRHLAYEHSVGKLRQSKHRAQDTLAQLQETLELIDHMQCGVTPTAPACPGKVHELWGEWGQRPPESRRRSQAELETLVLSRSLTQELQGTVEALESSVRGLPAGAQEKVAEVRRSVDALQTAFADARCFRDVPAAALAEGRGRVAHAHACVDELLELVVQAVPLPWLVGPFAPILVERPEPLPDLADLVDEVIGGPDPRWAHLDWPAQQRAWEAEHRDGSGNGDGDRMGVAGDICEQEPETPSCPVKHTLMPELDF
Target sequence (Q8WTS1 whole entry, looked up): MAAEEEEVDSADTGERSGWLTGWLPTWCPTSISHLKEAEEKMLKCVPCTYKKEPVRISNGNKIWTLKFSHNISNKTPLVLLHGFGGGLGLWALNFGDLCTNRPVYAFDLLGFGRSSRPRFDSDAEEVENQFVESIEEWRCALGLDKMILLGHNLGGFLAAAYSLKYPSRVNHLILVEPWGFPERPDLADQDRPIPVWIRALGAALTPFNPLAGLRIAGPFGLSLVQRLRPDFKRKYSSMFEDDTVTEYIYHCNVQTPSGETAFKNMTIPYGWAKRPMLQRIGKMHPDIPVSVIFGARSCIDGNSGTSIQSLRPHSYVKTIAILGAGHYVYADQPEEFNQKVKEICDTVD
ABCB6 inh 2 – ABCB6 transporter inhibitors, primary screen, K562-ABCB6 cells, flow cytometry, MLPCN library; fluorescence ratio to DMSO, % at 10 µM; ATP-binding cassette sub-family B member 6 (Homo sapiens), Q9NP58; 360,000 compounds, 0.19% hits; K562-ABCB6 porphyrin accumulation, 1 h; hits give low values;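 active means fluorescence ratio to DMSO below 75%, the collection mean minus 3 SD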;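 further: signal is porphyrin accumulated inside mitochondria; 100% equals median channel fluorescence of DMSO control wells; lower ratio means ABCB6 inhibition with less porphyrin fluorescence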
NOD2 RIPK2 PPI – NOD2-RIPK2 binding disruptors in cells, primary screen, fluorescence, CHO cells, BLA complementation | Receptor-interacting serine/threonine-protein kinase 2 (Homo sapiens), O43353 | CCF4 ratio | inhibition, % at 4.98 µM | 360,000 compounds, 0.38% hits | AID 624267, 2012; in the data active means inhibition above about 21%;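 further: 0% = vehicle only and 100% = reference blocker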
N-glyco inh – increase of ERlucT glycosylation luciferase signal, primary screen, N-linked glycosylation inhibitor project, D54 ERlucT cells, luminescence, set 2; reporter increase, % at 12.5 µM; 360,000 compounds, 0.23% hits; AID 588692, 2011; D54 ERlucT glycosylation luciferase reporter, 24 h; percent of 100 nM tunicamycin response;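 active means mean luciferase reporter signal, scaled so untreated is 0 and the glycosylation-blocking control 100, at or above a set limit in every replicate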;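 further: luciferase carries N-glycosylation sites so blocking glycosylation raises the light; 0% = median of neutral control wells and 100% = median of 100 nM tunicamycin wells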
MC4R antag cAMP – MC4R antagonists of cAMP signaling, primary screen, cell-based, TR-FRET, antagonist arm of biased-ligand search | Melanocortin receptor 4 (Homo sapiens), P32245 | MC4R-expressing cells, MTII-stimulated cAMP, LANCE TR-FRET | inhibition, % at 6.5 µM | 360,000 compounds, 0.48% hits | AID 540295, 2011;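 active means inhibition above its plate's cutoff, the mean of tested wells on that plate plus 3 SD, cut at about 29% in these data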;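 further: 0% = Melanotan II alone and 100% = Melanotan II plus saturating MCL0020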
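Material: human MC4R-expressing U2OS cells. Probe or stimulus: Melanotan II challenge. Dosing: 6.5 µM single dose. Times: 30-min compound, 1-h challenge, 1-h detection, room temperature. Technique: TR-FRET with Eu-cAMP and labeled anti-cAMP, 671 nm. Replication: singlicate.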
MC4R barr agon – MC4R agonists recruiting beta-arrestin, primary screen, cell-based, luminescence, agonist arm of biased-ligand search; Melanocortin receptor 4 (Homo sapiens), P32245; U2OS MC4R beta-arrestin complementation; percent of melanotan II response, DMSO zero; activation, % at 8.9 µM; 360,000 compounds, 0.98% hits; AID 540308, 2011;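 active means activation above a per-plate cutoff, the mean activation of sample wells on that plate plus 3 SD, cut at about 8% in these data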
Granule exo inh – LAMP-1 surface exposure blockers, TALL-104 cells – cell-based, flow cytometry, MLPCN library, primary screen | TALL-104 LAMP-1 surface exposure; cells stimulated with thapsigargin and PMA | inhibition, % at 10 µM | AID 651702, 2012 | 360,000 compounds, 0.66% hits;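 active means inhibition above about 55%, limit read from the data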
* marks the source's active call; other numbers are inactive results; / = not tested or not shown.

Vif inh	TLR9-MyD88 inh	aDG glyco up	ABHD5 PLIN5 PPI	ABCB6 inh 2	NOD2 RIPK2 PPI	N-glyco inh	MC4R antag cAMP	MC4R barr agon	Granule exo inh	canonical_smiles
/	-1	-0.4	9	98	-11	2	10	0.9	2	CC(C)(C)C(C(=O)Oc1ccccc1)c1ccccc1 (configuration not stated)
5	8	0.0	-3	101	5	-12	11	-2.2	4	CCCc1c(NC(=O)Nc2ccc(F)cc2)cnn1-c1ccccc1
4	-8	0.2	-9	95	-3	1	8	-0.2	6	COC(=O)c1sc(NC(=O)c2ccc3c(c2)OCO3)c(C#N)c1C
-5	6	0.3	-10	93	2	-2	1	-1.3	0	C=CCN(CC=C)S(=O)(=O)c1ccc(NC(=O)COc2ccccc2OC)cc1
-11	-16	-0.1	-2	108	-1	1	6	0.0	3	O=C1CSC(c2ccccc2)N1Cc1ccccn1 (configuration not stated)
-5	-2	0.0	6	95	-5	0	6	0.2	0	O=C1c2ccccc2C(O)N1Cc1ccco1 (configuration not stated)
-1	-7	-0.5	-9	97	-2	-5	8	0.4	-3	C=C[C@@H]1c2cc(C)ccc2N(S(=O)(=O)c2ccc(C)cc2)[C@H](c2ccccc2)C1(C#N)S(=O)(=O)c1ccccc1 (some centres not stated)
3	-10	0.0	-8	98	11	0	-4	-3.4	-2	COc1ccc2oc(C(=O)OCC(=O)N3C(C)CCCC3C)c(C)c2c1 (configuration not stated)
/	7	0.3	-9	89	-1	-1	2	-0.6	-7	NC(=O)CC(NC(=O)Cc1cccc2ccccc12)c1ccc(N2CCc3ccccc3C2)c([N+](=O)[O-])c1 (configuration not stated)
/	/	0.0	2	89	9	-10	18	10*	31	COc1ccccc1-c1cc(NC(C)=O)c2ncc(-c3ccc(F)cc3)n2c1

Two entries drawn at random from the list so far, as already listed:
Vif inh	TLR9-MyD88 inh	aDG glyco up	ABHD5 PLIN5 PPI	ABCB6 inh 2	NOD2 RIPK2 PPI	N-glyco inh	MC4R antag cAMP	MC4R barr agon	Granule exo inh	canonical_smiles
5	8	0.0	-3	101	5	-12	11	-2.2	4	CCCc1c(NC(=O)Nc2ccc(F)cc2)cnn1-c1ccccc1
3	-10	0.0	-8	98	11	0	-4	-3.4	-2	COc1ccc2oc(C(=O)OCC(=O)N3C(C)CCCC3C)c(C)c2c1 (configuration not stated)

Single records, from the list above.
O=C1CSC(c2ccccc2)N1Cc1ccccn1 (configuration not stated) in the list: Vif inh: -11; TLR9-MyD88 inh: -16; aDG glyco up: -0.1; ABHD5 PLIN5 PPI: -2; ABCB6 inh 2: 108; NOD2 RIPK2 PPI: -1; N-glyco inh: 1; MC4R antag cAMP: 6; MC4R barr agon: 0.0; Granule exo inh: 3
CC(C)(C)C(C(=O)Oc1ccccc1)c1ccccc1 (configuration not stated) in the list: Vif inh: /; TLR9-MyD88 inh: -1; aDG glyco up: -0.4; ABHD5 PLIN5 PPI: 9; ABCB6 inh 2: 98; NOD2 RIPK2 PPI: -11; N-glyco inh: 2; MC4R antag cAMP: 10; MC4R barr agon: 0.9; Granule exo inh: 2

(continued)
Vif inh	TLR9-MyD88 inh	aDG glyco up	ABHD5 PLIN5 PPI	ABCB6 inh 2	NOD2 RIPK2 PPI	N-glyco inh	MC4R antag cAMP	MC4R barr agon	Granule exo inh	canonical_smiles
-15	2	-0.1	-7	105	-13	0	5	0.1	2	CC(C)(C)OC(=O)NNC1CC(=O)N(c2ccccc2F)C1=O (configuration not stated)
11	7	0.1	-3	94	-1	0	2	-2.0	-2	CC1CCN(c2nc3c(c(=O)[nH]c(=O)n3C)n2CCSc2ncccn2)CC1
-1	-4	-0.3	-2	78	-10	-2	-2	-1.1	-1	CCCN(C(=O)COC(=O)CCC(=O)c1ccccc1)c1c(N)n(Cc2ccccc2)c(=O)[nH]c1=O
14	5	0.0	4	95	0	-1	-2	-0.8	2	CN(CC(=O)Nc1ccc(F)cc1)C(=O)CN1C(=O)c2ccccc2C1=O
3	-8	-0.1	1	102	-6	1	14	1.9	0	Fc1ccc(OCCCn2ccnc2)cc1
-3	-12	0.0	-6	101	-3	-1	-2	-1.5	10	O=C(CSc1nnc(CNC(=O)c2c(F)cccc2Cl)o1)NCCc1ccccc1
-1	-5	-0.2	-1	105	2	2	12	-2.8	-8	COc1ccc(N2CC(C(=O)OCC(=O)Nc3ccccc3C)CC2=O)cc1 (configuration not stated)
3	-2	0.0	2	82	2	1	-5	-4.5	-5	COCC(O)CNc1ccccc1 (configuration not stated)
-3	8	-0.2	4	97	2	-1	5	-0.1	-1	CCNC(=S)Nc1ccc(Cl)c([N+](=O)[O-])c1
-8	3	-0.1	-7	100	4	0	10	-0.4	-1	COc1ccccc1CC(=O)O/N=C(\N)c1ccccn1

The list continues:
Vif inh	TLR9-MyD88 inh	aDG glyco up	ABHD5 PLIN5 PPI	ABCB6 inh 2	NOD2 RIPK2 PPI	N-glyco inh	MC4R antag cAMP	MC4R barr agon	Granule exo inh	canonical_smiles
-2	2	0.0	4	103	-16	1	3	1.0	0	C=CCn1c(SCc2nc(N)nc(N3CCCCC3)n2)nnc1-c1ccco1
-12	-1	-0.4	8	95	-13	-1	8	-3.4	-8	CCn1cc(C(=O)NCC2CCCO2)c(=O)c2cc(S(=O)(=O)N3CCCCC3)ccc21 (configuration not stated)
14	-1	0.1	-2	101	-3	-1	-2	0.7	0	O=C(NS(=O)(=O)c1ccc2c(c1)OCCO2)c1ccccc1
3	7	-0.2	-4	103	-4	0	18	0.0	2	COc1ccc([C@@H]2CC(=O)c3c(O)cc(O[C@@H]4OC(CO[C@@H]5OC(C)[C@H](O)[C@@H](O)[C@H]5O)[C@@H](O)[C@H](O)[C@H]4O)cc3O2)cc1O (some centres not stated)
12	-15	-0.3	1	100	-13	1	17	2.6	-2	CC1CC(C)(C)NC(=S)N1CCCC(=O)NCc1ccccc1 (configuration not stated)
-16	-2	0.3	-6	99	-5	-3	9	-0.3	-3	Cc1ccc(S(=O)(=O)N(C)C)cc1NC(=O)CSc1ncc(C(F)(F)F)cc1Cl
-3	4	1.2	0	105	-6	1	13	-0.2	-4	Cc1ccn2cc(-c3cccc(S(=O)(=O)N4CC(C)OC(C)C4)c3)nc2c1 (configuration not stated)
4	-13	-0.1	0	99	-7	2	15	0.9	0	O=C(CSc1nc2[nH]ncc2c(=O)n1-c1ccccc1)NCc1cccs1
6	-5	0.0	-10	97	-2	0	23	-0.7	6	CCOCCCN(C(=O)c1snc(C(N)=O)c1N)C(C(=O)NC1CCCC1)c1ccc(OC)cc1 (configuration not stated)
0	5	0.1	4	99	-4	2	8	-1.3	-2	COc1ccc(NC(=O)C2CCCO2)cc1Cl (configuration not stated)

New compounds follow
Vif inh	TLR9-MyD88 inh	aDG glyco up	ABHD5 PLIN5 PPI	ABCB6 inh 2	NOD2 RIPK2 PPI	N-glyco inh	MC4R antag cAMP	MC4R barr agon	Granule exo inh	canonical_smiles
-24	-4	2.7	5	95	3	-5	17	-0.7	4	O=C(c1ccccc1)N1CCN(c2ncnc3sc4c(c23)CCC4)CC1
2	-5	0.0	5	95	1	-1	0	-0.6	0	COCc1cc(C)nc(OCC(=O)N/N=C/c2cc(C)n(-c3c(C)cccc3C)c2C)c1C#N
22	-11	0.0	-4	100	-3	-1	7	0.3	6	CC(Oc1ccc(S(=O)(=O)N2CCCC2)cc1[N+](=O)[O-])C(=O)N(C)c1ccccc1 (configuration not stated)
/	-1	-0.1	6	109	-9	2	16	-1.4	-3	CCCn1c(SCC(=O)Nc2ccccc2CC)nnc1C(C)C
-8	0	0.2	1	106	-5	-1	1	2.5	11	CCOc1ccc(NC(=O)CN2CCN(C3c4ccccc4-c4ccccc43)CC2)cc1
5	-4	0.0	8	106	4	-10	9	0.1	37	CC(C)(C)N1CC(c2nc3ccccc3n2CCOc2ccccc2)CC1=O (configuration not stated)
1	-3	0.1	2	100	7	0	1	-2.7	-2	Cc1oc(-c2cc(F)ccc2F)nc1CN1CCC(C(=O)N2CCOCC2)CC1
2	-3	0.4	7	104	-3	0	-5	-4.4	-2	CC(C)CN1CCNC(=O)C1CC(=O)NCc1cnn(-c2cccc(F)c2)c1 (configuration not stated)
5	-12	0.3	-2	95	-7	-2	0	-1.6	4	CCC1=C(C(=O)OC)C(c2cc(OC)ccc2OC)C(C#N)=C(N)O1 (configuration not stated)
5	2	0.0	8	95	-5	3	5	-1.2	-2	CCN(CC(=O)Nc1c(F)cccc1F)C(=O)c1ccc2c(c1)OCO2
-7	-10	-0.3	-10	92	-8	1	8	-2.0	-1	C[C@H](NC(=O)C1CCN(S(=O)(=O)c2ccccc2)CC1)C(=O)NCc1cccc(C(F)(F)F)c1
-20	4	0.0	3	87	-16	-17	10	-0.6	24	O=C(Nc1ccc2ccccc2c1)c1ccccc1O

Not all compounds are listed; the hit share may differ from the screen's.
